From PubChem
Growth percent in the NCI-60 one-dose screen (48 h, 10 µM unless noted): 100 = growth as untreated, 0 = no growth, -100 = all killed.
HL-60(TB) – HL-60(TB) leukemia cells; 78,000 compounds, 9% hits; AID 1794776; active = growth percent below 10
* hit, by the source's call; & = joins results of further samples; [ ] = dose if it differs, or a comment. This is a subset (hit frequency here may not be typical).

The first 7 compounds, ahead of the listing:
SMILES	HL-60(TB)
COc1ccc(-c2nn(-c3cccc(Cl)c3)cc2-c2nc(N)[nH]c(=O)c2C#N)cc1	78.7
CCOC(=O)Nc1ccccc1F	108.8
Cn1cc(/C=C2/C(=O)Nc3ccccc32)c2ccccc21	85.8
c1ccc(Nc2n[nH]c(-c3cccnc3)n2)cc1	93.0
O=C1O[C@H](C(O)CO)C(O)=C1O (stereo partly drawn)	104.2
N#C/C(=C\c1ccccn1)c1nc2cc(Br)ccc2s1	98.6
CC(=O)Oc1cc(OC(C)=O)cc(C(=O)Nc2ccc(C(C)C)cc2)c1	69.5

The listing, from the start:
SMILES	HL-60(TB)
COc1ccc(-c2nn(-c3cccc(Cl)c3)cc2-c2nc(N)[nH]c(=O)c2C#N)cc1	78.7
CCOC(=O)Nc1ccccc1F	108.8
Cn1cc(/C=C2/C(=O)Nc3ccccc32)c2ccccc21	85.8
c1ccc(Nc2n[nH]c(-c3cccnc3)n2)cc1	93.0
O=C1O[C@H](C(O)CO)C(O)=C1O (stereo partly drawn)	104.2
N#C/C(=C\c1ccccn1)c1nc2cc(Br)ccc2s1	98.6
CC(=O)Oc1cc(OC(C)=O)cc(C(=O)Nc2ccc(C(C)C)cc2)c1	69.5
NCCCCCCN	96.1
O=c1[nH]c2cc([N+](=O)[O-])ccc2c2cc(Br)ccc12	93.4
O=C(COc1ccc(/C=C2\COc3ccccc3C2=O)cc1)Nc1nccs1	-11.4*
CCOC(=O)C(Nc1ccc(SC)cc1)c1ccccc1 (stereo not drawn)	104.3
O=C(O)CCCCNC(=O)c1ccccc1	101.4
COc1cc(-c2c(-c3ccccc3)c[nH]c2C(=O)O)cc(OC)c1OC	102.6
C=C(C)[C@@H]1CC[C@]2(/C=C(/C#N)C(=O)ON)CC[C@]3(C)[C@H](CC[C@@H]4[C@@]5(C)CCC(=O)C(C)(C)[C@@H]5CC[C@]43C)[C@@H]12	74.7
CCC(C(CC(=O)c1ccccc1)c1ccccc1)[N+](=O)[O-] (stereo not drawn)	107.3
COc1ccc2[nH]c(=O)c(C3C4=C(CC(C)(C)CC4=O)Nc4nc(OC)[nH]c(=O)c43)cc2c1 (stereo not drawn)	98.5
O=C1/C(=C/c2ccccc2[N+](=O)[O-])C(c2ccccc2)Oc2ccccc21 (stereo not drawn)	70.9
COc1cc2nc(Cl)nc(Nc3ccc(S(=O)(=O)Nc4nccs4)cc3)c2cc1OC	101.9
NC(=O)c1ccc[n+](CC(=O)N2CCN(c3cc4c(cc3F)c(=O)c(C(=O)O)cn4C3CC3)CC2)c1	106.2
CCOC(=O)c1ccc(N2NC(=O)/C(=C/c3ccc([N+](=O)[O-])o3)C2=O)cc1	85.5
Nc1nc(N)c2c(C(=O)Nc3ccc(N4CCN(CCO)CC4)cc3)coc2n1	80.5
CCCNC(=O)Oc1ccc(/C(=C(/C)Cc2ccc(OC)cc2)c2ccc(OCCN3CCOCC3)cc2)cc1	92.2
CC1(C)CC[C@]2(C(=O)O)CC[C@]3(C)C(=CCC4[C@@]5(C)C[C@@H](O)[C@@H]6OC(c7cccs7)OC[C@@]6(C)C5CC[C@]43C)C2C1 (stereo partly drawn)	86.0
Cc1ccc(OCC2CO2)cc1 (stereo not drawn)	110.5
Cc1c(Cl)cccc1NC(=O)CN1CCCCC1	102.8
CCCCCN1C=C/C(=C\C(=O)N(C)c2ccc(OC(F)(F)F)cc2)c2ccccc21	110.6
CCN(CC)CCNc1cc(OC)cc2cccnc12	96.1
CCCCN(CCCC)CCC(=O)c1ccc2cc(Br)c3ccccc3c2c1	73.6
CC(C)(C)c1cc(-c2nc3ccc(N4CCN(S(C)(=O)=O)CC4)cc3[nH]2)cc(C(C)(C)C)c1O	90.2
O=C1/C(=C/c2ccc(O)cc2)COc2ccc(-c3ccccc3)cc21	-51.0*
CSC1=CC(=O)c2ccccc2C1=O	-49.5*
COc1cccc2c1S(=O)(=O)c1c(NCCN)nc3ccccc3c1C2=O	54.0
Cn1c(=O)c2[nH]c(C(F)(F)C(F)(F)C(F)(F)F)nc2n(C)c1=O	100.1
O=CN/N=C/c1ccc2c(c1)CCC2	111.7
NS(=O)(=O)c1cccc(N2C(=O)c3nccnc3C2=O)c1	112.1
C=CCOC(=O)CCCCCCCC1OC1CCCCCCCC (stereo not drawn)	94.3
Cc1ccc2nc(-c3ccc(N=NNc4ccc(-c5nc6ccc(C)c(S(=O)(=O)O)c6s5)cc4)cc3)sc2c1S(=O)(=O)O	95.3
C/C(=C\COc1c2c(cc3c1CCO3)OC1(C=C2)OC(CC/C(C)=C/COc2c3ccoc3cc3oc(=O)ccc23)C(C)(C)O1)CCC(O)C(C)(C)O (stereo not drawn)	50.4
CCCCN1c2nc3ccccc3cc2Sc2cc3ccccc3nc21	101.1
COC(=O)C(Cc1c[nH]c2ccccc12)N1CC(=O)N2[C@@H](c3ccccc3)SC[C@H]2C1=O (stereo partly drawn)	98.9
COc1cc(-c2nc3ccccc3o2)cc(CN2CCCCC2)c1O	11.9
CCCCC/C(C)=N\NC(N)=S	96.5
CCN(CC)CCSc1nc(-c2ccccc2)c(C#N)c(=O)[nH]1	113.7
COC(=O)c1c(C)nc(C)c2c1C(=O)C=C(NCCN1CCOCC1)C2=O	108.0
Cc1ccc(S(=O)(=O)NCCCNc2nccc(-c3cn(C(C)(C)C)nc3-c3ccc(F)c(O)c3)n2)cc1	93.8
COc1ccc(CCNC(=O)c2cc(-c3cc(Cl)cc(Cl)c3)oc2C)cc1	92.9
CC[C@]12C=CCN3CC[C@@]4(c5cc([C@H]6CCC(=O)N6)c(OC)cc5N(C)[C@H]4[C@@](O)(C(=O)OC)[C@@H]1OC(C)=O)[C@@H]32	108.9[2.5 µM]
Nc1nc2c3cccnc3cc(-c3cccc(Cl)c3)c2c2ncccc12	55.8
CCN(CC)CCCC(C)Nc1c(C)cnc2cccc(C)c12 (stereo not drawn)	88.6
CSc1nc2c(c(=O)[nH]1)N=C1c3ccccc3C(=O)C1C(c1ccccc1)N2 (stereo not drawn)	-34.8*
CNC(=O)Oc1coc(CCl)cc1=O	94.5
c1ccc(COCCN2CCCCC2)cc1	100.2
O=c1c2ccccc2nnn1Cc1ccco1	111.8
CC(C)C(=O)OCCOc1ccc(C(C)(C)C)cc1	106.9
C#CCOC(=O)/C=C/c1cn(-c2ccccc2)nc1-c1ccc(C)cc1	89.2
CC(C)(C)OC(=O)CN1CCc2c(sc3ncnc(N4CCN(S(C)(=O)=O)CC4)c23)C1	100.6
C=CC(=O)N[C@@H](/C=C/C(=O)O)Cc1ccc(-c2cc(Cl)cc(Cl)c2)cc1	81.6
c1ccc(-c2cnc(C3CCCCC3)o2)cc1	118.3
Cc1ccc[n+](CC(=O)c2cccc3ccccc23)c1	96.9
CC(C)Cn1cnc2c(=O)[nH]c(N)nc21	63.8

(cont.)
SMILES	HL-60(TB)
Cc1[nH]n(-c2cccc(Cl)c2)c(=O)c1/C=C1\C=c2ccccc2=CC1=O	104.5
O=C(Nc1nc2ccc(F)cc2s1)c1cc(-c2ccc(Cl)cc2)n2nc(-c3ccccc3)cc2n1	94.3
O=C(Nc1nc2ccc([N+](=O)[O-])cc2s1)Nc1ccccc1Br	37.1
Cc1cc(O)ccc1Cl	95.2
CCN(CC)c1ccc(/C=N/NC(=O)c2ccc(S(C)(=O)=O)cc2)c(O)c1	-18.5*
C#CCOCC1CN(C)C(=O)O1 (stereo not drawn)	89.4
O=C(N/N=C/c1ccc(Cl)cc1Cl)c1ccccc1Nc1cccc(C(F)(F)F)c1	85.7
CCCC(=O)C1(c2ccccc2)CCNCC1	92.2
O=c1[nH]c2c(cc1S(=O)(=O)c1ccccc1)CCCc1ccn(Cc3ccccc3)c1-2	95.2
CC(=O)/C=C/c1cccc2c1C(=O)NC(C)(c1cc3cc(Cl)ccc3oc1=O)N2 (stereo not drawn)	61.8
O=C1N(Cc2ccccc2)c2ccccc2[C@@]1(O)c1cc2c(cc1O)OCO2	101.7
CCOC(=O)C(Nc1ccccc1)c1ccc(N)cc1 (stereo not drawn)	85.3

Quoted from the results shown for reference:
SMILES	HL-60(TB)
C#CCOCC1CN(C)C(=O)O1 (stereo not drawn)	89.4
O=C(N/N=C/c1ccc(Cl)cc1Cl)c1ccccc1Nc1cccc(C(F)(F)F)c1	85.7
CCCC(=O)C1(c2ccccc2)CCNCC1	92.2
O=c1[nH]c2c(cc1S(=O)(=O)c1ccccc1)CCCc1ccn(Cc3ccccc3)c1-2	95.2
CC(=O)/C=C/c1cccc2c1C(=O)NC(C)(c1cc3cc(Cl)ccc3oc1=O)N2 (stereo not drawn)	61.8
O=C1N(Cc2ccccc2)c2ccccc2[C@@]1(O)c1cc2c(cc1O)OCO2	101.7
CCOC(=O)C(Nc1ccccc1)c1ccc(N)cc1 (stereo not drawn)	85.3

The listing continues:
SMILES	HL-60(TB)
NS(=O)(=O)c1ccc(CCn2c(-c3ccc(C(=O)O)cc3)nc(-c3ccccc3)c2-c2ccccc2)cc1	100.5
COc1ccc(-c2oc3c(OC)c4c(c(OC)c3c2CC(=O)NC(C)C)OCO4)cc1	103.0
COc1ccc(C23N=CC4(CCC(=O)N4c4ccccc4C2O)O3)cc1 (stereo not drawn)	115.6
COc1ccc(NC(=O)c2ccc(Cl)cc2Cl)cc1	103.0
Oc1c(I)cc(I)cc1CNCc1ccccn1	20.2
O=C(CSc1nnc(COc2cnc3ccccc3n2)o1)Nc1ccccc1	114.9
Cc1ccc(F)c(C(=O)c2ccccc2C(=O)O)c1	111.0
Clc1ccc(CSc2ncc(Br)c(N3CC3)n2)cc1	76.6
CC(=O)OCC1O[C@@H](OC(C)=O)[C@@H](NC(=O)NS(=O)(=O)c2ccc(Cl)cc2Cl)C(OC(C)=O)[C@@H]1OC(C)=O (stereo partly drawn)	101.8
O=C1C=C(CCc2ccccc2)CCC1	69.0
NC1=Nn2c(nnc2-c2cc(C(F)(F)F)cc(C(F)(F)F)c2)SC1	130.2
COC(=O)c1ccc(C(=O)OC)c(O)c1	65.9
N=C1c2nc3n(c2C(=O)c2nc4n(c21)CCCCC4)CCCCC3	103.3
COc1ccc(-c2cc(-c3nnc(SCC(=O)Nc4ccc(C(C)=O)cc4)n3-c3ccccc3)c3ccccc3n2)cc1OC	100.1
COc1ccc(-c2ccc(-c3ccc(C(=N)N)nc3)s2)cc1Cl	-48.7*
CC(=O)C1C(=O)OC(C)=C(C(=O)O)C1=O (stereo not drawn)	98.0
COc1cc(/C=N/N2CN(C(C)C(=O)O)B(Nc3ncccn3)N=C2N)cc(OC)c1 (stereo not drawn)	90.2[100 µM]
CC(=O)c1cc(C(=O)N2c3ccccc3Sc3ccccc32)n2c1ccc1ccccc12	14.0
COc1cc(C2CC(=O)Nc3nc(N)[se]c32)c(OC)c2c1OCO2 (stereo not drawn)	84.4
C=C(C)[C@@H]1CC[C@]2(C#N)CC[C@]3(C)[C@H](CC[C@@H]4[C@@]5(C)CCC(=O)C(C)(C)[C@@H]5CC[C@]43C)[C@@H]12	107.2
CSc1ncc(Br)c(NCc2ccccc2Cl)n1	82.4
COc1ccc2nc(OC)c(-c3nc4c(cnn4-c4ccc(Br)cc4)c(=O)[nH]3)cc2c1	81.8
COc1ccc(N2C(=O)c3sc4nc5ccsc5c(=O)n4c3C2=O)c(OC)c1	82.6
Nc1nc(NC(=O)Nc2ccc(C(=O)O)cc2)nn1-c1ccc(S(N)(=O)=O)cc1	101.5
Cc1ccc(-c2nc(SCc3nc4cc(Cl)c(Cl)cc4[nH]3)[nH]c(=O)c2C#N)cc1	96.9
NC(=O)c1ccccc1Nc1ccc2nnc(-c3ccncc3)n2n1	86.4
Cc1ccccc1NC(=O)C(=O)C(C(=O)c1ccccc1F)C1OC(=O)c2ccccc21 (stereo not drawn)	66.5
Cc1c(O)c2c(c(C)c1CCO)C(O)C(C)(CO)C2O (stereo not drawn)	93.7
O=C(Cc1ccc(F)c(Cl)c1)Nc1cc(C2(C(F)(F)F)CC2)nn1CC1CCCCC1	14.8
O=c1c2ccccc2n(-c2ccccc2)c2cc(Cl)ccc12	48.0
N#Cc1cc(-c2cc3ccccc3o2)oc1N	-49.3*
CCOC(=O)c1nn(C2CCCCO2)c2ccc(NC(=O)CSc3nnnn3-c3ccccc3)cc12 (stereo not drawn)	110.0
O=c1oc2c([nH]c3ccc4ccccc4c32)c2ccccc12	128.7
Nc1ncnc2c1c(C(=O)NO)cn2C1OC(CO)C(O)C1O (stereo not drawn)	-43.0*
Cc1ccc2[nH]c(=O)c(C(c3ccc(Cl)cc3)c3c(O)c4cc(C)ccc4[nH]c3=O)c(O)c2c1	92.5
COc1ccc(C2NC(=O)Cc3c2sc2c(F)cccc32)cc1 (stereo not drawn)	107.4
COC(=O)/C=C(/C)N1CCCC1	104.1
CC(=O)c1c(O)c(C)c(O)c2c1OC1=Cc3c(c(C)nn3-c3ccccc3)C(=O)C12C (stereo not drawn)	100.0
COc1ccc(C(Cn2ccnc2)Sc2ccc(Cl)c(Cl)c2)cc1 (stereo not drawn)	70.7
CCOC(=O)Nc1ccc(-c2nc(-c3cccc(OC)c3)c(-c3ccnc(Br)c3)[nH]2)cc1	-18.7*
COc1cc2oc(-c3cccc(NC(=O)c4cccc(NC(=O)[C@H](C)N)c4)c3)cc(=O)c2c(OC)c1OC	92.0
N#CC(CCN1CCCCC1)(c1ccccc1)c1ccccc1	108.1&97.9
Cc1ccc(-c2cc(C(=O)N3N=C(c4ccccc4)CC3c3cc(-c4ccccc4)nn3-c3ccccc3)c3ccccc3n2)cc1 (stereo not drawn)	83.5
Cc1cc(C(=O)O)c(C)c([N+](=O)[O-])c1	98.6
CC1(C)CC(O)CCCCCCOc2c(CN)cccc2NC(=O)c2nc(cnc2N)-c2ccc(cc2)S1(=O)=O (stereo not drawn)	-49.3*
CN1c2ccccc2C(=O)N(NC(=O)Nc2ccc(F)cc2)C1c1ccc([N+](=O)[O-])cc1 (stereo not drawn)	101.2
CC1(C)OC2C(COC(c3ccccc3)(c3ccccc3)c3ccccc3)OC(c3c[nH]c4c(N)ncnc34)C2O1 (stereo not drawn)	-34.4*
COC(=O)c1c2c(c(C)[n+]([O-])c1C)C(=O)C=C(NCc1ccc(Cl)cc1)C2=O	-30.5*
CCCCCN(CCCCC)CC(O)c1ccc(Cl)c(C)c1Cl (stereo not drawn)	100.4
CCOC(=O)C1=C(C)NC(=O)NC1c1cccnc1 (stereo not drawn)	107.8
